Assay outcomes from PubChem.
V1aR counter – counter-screen for oxytocin receptor agonists: human V1a receptor agonists; CHO-V1R cells, Fluo-8 calcium fluorescence, agonist mode; 0% DMSO, 100% 3 nM vasopressin; activation, % at 3 µM; hit rate 0.25% among 320,000;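 active = activation above the mean activation of all tested compounds plus 3 SD, per screening run, cut at about 20% in these data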;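 note: signal is peak over basal fluorescence ratio across a 100 second FLIPR read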
VIM-2 inh – blocks Pseudomonas aeruginosa VIM-2 metallo-beta-lactamase | purified VIM-2, nitrocefin hydrolysis, epi-absorbance fluorescence | hit rate 0.89% among 290,000 | inhibition, % at 5.6 µM;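 active = inhibition above the mean of all tested compounds plus 3 SD, cutoff set per screening run, cut at about 7.5% in these data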;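 note: red hydrolysis product quenches plate fluorescence so inhibitors raise well fluorescence; 0% = enzyme with DMSO and 100% = DMSO without enzyme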
OXTR agonist – agonists of human oxytocin receptor; CHO-OTR cells, Fluo-8 calcium fluorescence; normalized: DMSO 0%, oxytocin 100%; AID 2435; hit rate 0.32% among 320,000; P30559; activation, % at 3 µM;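 active = activation above the mean of all tested compounds plus 3 SD, cutoff set per screening run, cut at about 20% in these data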;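 note: peak over basal fluorescence ratio from a 100 s FLIPR kinetic read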
Target sequence (P30559 whole entry, looked up): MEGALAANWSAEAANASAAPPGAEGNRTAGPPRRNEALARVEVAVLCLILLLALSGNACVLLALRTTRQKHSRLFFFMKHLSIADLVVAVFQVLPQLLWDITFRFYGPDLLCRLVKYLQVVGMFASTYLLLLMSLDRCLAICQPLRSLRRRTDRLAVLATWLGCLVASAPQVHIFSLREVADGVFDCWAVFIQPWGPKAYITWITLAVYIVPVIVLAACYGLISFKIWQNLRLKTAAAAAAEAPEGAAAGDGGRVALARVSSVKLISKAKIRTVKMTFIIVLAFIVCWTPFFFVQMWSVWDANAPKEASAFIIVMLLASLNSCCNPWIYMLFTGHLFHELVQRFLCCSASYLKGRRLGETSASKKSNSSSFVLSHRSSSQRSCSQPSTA
HCV NS3 hel inh – HCV NS3 helicase inhibition; NS3 helicase DNA unwinding, Cy5 molecular beacon fluorescence; inhibition, % at 10.9 µM; hit rate 0.56% among 290,000; AID 1800;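 active = inhibition above the mean of all tested compounds plus 3 SD, set per campaign, cut at about 35% in these data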;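 note: 0% = DMSO wells and 100% = thioflavine S control wells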
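Compound dosing – single dose, 10.9 µM nominal final, DMSO 0.8% final · System – NS3 helicase fragment of HCV · Buffer or medium – MOPS pH 6.5, MgCl2, DTT, Tween20, BSA · Signal – Cy5 beacon fluorescence read at start and 1 h · Also added – annealed dual-labelled DNA beacon duplex, ATP-started · Schedule – 1 h at 25 °C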
DNA FID counter – displaces DNA intercalator in HCV helicase counter-screen; DNA fluorescent intercalator displacement, fluorescence; inhibition, % at 7.9 µM; hit rate 0.17% among 290,000; AID 1845; in the data active = inhibition above about 37%;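 note: 0% = vehicle and 100% = reference compound; higher means more ethidium bromide displaced from hairpin DNA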
PHOSPHO1 inh – PHOSPHO1 (human) inhibition. Q8TCT1. recombinant PHOSPHO1, absorbance phosphatase assay. inhibition, % at 13.3 µM. hit rate 1.1% among 290,000; in the data active = inhibition above about 60%
Target sequence (Q8TCT1 whole entry, looked up): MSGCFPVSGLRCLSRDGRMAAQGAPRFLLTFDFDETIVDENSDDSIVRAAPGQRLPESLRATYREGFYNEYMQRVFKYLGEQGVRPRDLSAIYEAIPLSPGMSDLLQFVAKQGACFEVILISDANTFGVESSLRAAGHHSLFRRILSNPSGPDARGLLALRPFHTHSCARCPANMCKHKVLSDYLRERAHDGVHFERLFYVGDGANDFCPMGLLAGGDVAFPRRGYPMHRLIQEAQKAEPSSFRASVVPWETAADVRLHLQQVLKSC
GalR3 antagonist – human GalR3 antagonism; HEK293 GalR3-CNG cAMP membrane potential fluorescence; galR3 body fused to GalR1 C-terminus; inhibition, % at 3 µM; hit rate 0.44% among 360,000; AID 651719;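 active = inhibition above the screen-wide average plus 3 SD, cut at about 13% in these data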;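 note: forskolin and galanin both at EC90 stimulate the cells; cAMP rise reported by CNG channel membrane potential dye signal; 0% = forskolin plus galanin with DMSO and 100% = forskolin alone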
IMP-1 inh – blocks Pseudomonas aeruginosa IMP-1 metallo-beta-lactamase; AID 1556; purified IMP-1, nitrocefin hydrolysis, epi-absorbance fluorescence; hit rate 0.45% among 290,000; inhibition, % at 5.6 µM;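 active = inhibition above the mean plus 3 SD of all compounds in the same screening run, cut at about 4.5% in these data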;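 note: 0% = IMP-1 with DMSO and 100% = DMSO wells lacking enzyme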
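Assay system: purified IMP-1; Quantity: IMP-1 0.2 nM before substrate addition; Medium: HEPES buffer pH 7.1 with ZnSO4 and Brij 35; Incubation: 15 min enzyme–compound preincubation, then 25 min nitrocefin reaction, 25 °C; Signal: fluorescence quenching readout, ex 480/em 530 nm; Controls: DMSO with and without IMP-1; Repeats: singlicate testing.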
GPR7 antagonist – antagonists of human GPR7 (neuropeptides B/W receptor 1); GPR7-expressing cells, fluorescence antagonist assay; inhibition, % at 4.4 µM; hit rate 1.1% among 290,000; in the data active = inhibition above about 16%, passing the limit was not always enough;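 note: cells stimulated with the agonist NPW; 0% = agonist with vehicle and 100% = vehicle without agonist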
Target sequence (P48145 whole entry, looked up): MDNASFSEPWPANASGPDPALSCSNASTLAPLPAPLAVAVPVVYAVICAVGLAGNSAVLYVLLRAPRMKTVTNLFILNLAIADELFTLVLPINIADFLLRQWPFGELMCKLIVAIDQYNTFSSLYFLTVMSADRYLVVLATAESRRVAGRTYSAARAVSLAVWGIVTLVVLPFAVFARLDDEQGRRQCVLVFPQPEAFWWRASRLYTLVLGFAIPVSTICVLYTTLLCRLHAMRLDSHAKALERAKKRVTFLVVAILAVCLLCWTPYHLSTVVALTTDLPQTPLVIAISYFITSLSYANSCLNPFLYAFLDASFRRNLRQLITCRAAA
Active calls of the source: *; · = no result given.

SMILES	V1aR counter	VIM-2 inh	OXTR agonist	HCV NS3 hel inh	DNA FID counter	PHOSPHO1 inh	GalR3 antagonist	IMP-1 inh	GPR7 antagonist
COc1ccc(N2CC(C(=O)N3CCN(Cc4ccc5c(c4)OCO5)CC3)CC2=O)cc1 (stereo unspecified)	3.3	-2.7	1.8	-3	-25	31	-5	-3.9	-14
Cc1cc(OCc2nc(-c3cccs3)no2)cc(C)c1Cl	1.0	-2.2	1.9	6	-1	-2	1	-1.5	4
CCN(CC)C(=O)C1CCN(Cc2ccc(Br)cc2)CC1	-0.4	-4.1	0.6	5	14	9	-6	-1.8	4
COc1ccccc1/C=C/CN1CCN(c2ccccc2)CC1	-0.5	0.5	-0.2	-9	1	0	-4	-1.8	-1
O=c1[nH]c(=O)n(CCO)c2nnn(Cc3ccccc3)c12	0.3	-0.8	0.8	6	3	1	-1	-3.1	-7
Cc1ccc(SCC(=O)Nc2cccc(NC(=O)c3ccco3)c2)cc1	0.1	-6.2	1.6	-2	-16	4	-2	-1.6	-10
Cc1ccc2[nH]c(=O)c3cc(C(=O)N(CCCOC(C)C)Cc4ccco4)sc3c2c1	0.3	8.1*	-1.6	4	-12	13	·	-3.0	-6
Cc1ccc(S(=O)(=O)c2ccc([N+](=O)[O-])cn2)cc1	0.2	-1.3	-0.5	-15	0	20	-4	-2.3	25
CCOc1cc(/C=N/Nc2ncc(C)c(=O)[nH]2)ccc1O	-0.5	-0.3	0.1	12	-9	14	-10	0.3	25
Brc1ccc(-c2csc(N/N=C/c3ccco3)n2)cc1	-0.1	-7.3	-1.5	10	-10	-4	-9	-3.3	0
CCOC(=O)C1C(=O)C=C(c2cccs2)CC1c1ccccc1 (stereo unspecified)	-1.3	0.3	-1.9	-15	-24	-9	-2	-1.7	-3
O=C(Nc1ccc(Br)cn1)c1cccc2c1-c1ccccc1C2=O	-0.6	-2.2	-2.5	-3	-1	-5	-1	-3.3	1
CCCc1cc(=O)n2[nH]c(CCc3ccccc3)nc2n1	0.7	-0.2	-0.8	2	-3	9	-3	-2.1	-3
CN(C)CC(O)COC(c1ccc(Cl)cc1)c1ccc(Cl)cc1 (stereo unspecified)	8.3	-1.8	14	-49	21	15	-10	-1.4	7
COc1cc(NS(=O)(=O)c2ccc(NC(=O)CN3C(=O)c4ccccc4C3=O)cc2)ncn1	0.2	-1.7	1.1	-3	-8	9	-4	-2.7	-16
COc1ccc(C(=O)N2CCCCC2C(=O)Nc2ccc(-n3nc(C)cc3C)cc2)o1 (stereo unspecified)	0.5	-4.8	0.1	-4	-44	55	1	-2.0	-4
O=C(C1CCN(S(=O)(=O)c2cccs2)CC1)N1CCCCCC1	0.3	-4.2	0.1	5	-19	9	-6	-3.5	2
Cc1cccc(C)c1NC(=O)CSCCO	0.3	-5.2	-0.4	3	0	-26	4	-3.8	-6
CN1C(=O)/C(=C/c2ccc(C(F)(F)F)cc2)Sc2ccc(C(=O)N3CCN(c4ccccn4)CC3)cc21	0.4	-1.1	0.0	-15	-46	38	0	0.7	-4
CC(=O)N(CCc1cccc(C)c1)Cc1cc2cc(C)ccc2[nH]c1=O	1.4	0.3	-0.4	-9	-39	·	-3	1.2	8
CCC(CC)NC(=O)COC(=O)c1cc(Br)ccc1Cl	-0.5	-2.6	-2.3	9	-11	-9	-5	-3.6	2
CCOc1cc(CNS(=O)(=O)c2ccc3c(c2)CC(=O)N3C)cc(OCC)c1OCC	-0.6	-3.9	-2.0	2	-45	65*	-8	-4.2	4
Cc1cc(NC(=O)Nc2ccc(Cl)c(Cl)c2)n(-c2ccccc2)n1	4.3	-1.9	7.4	9	0	18	-2	-4.1	-17
COc1ccc(CNCC(O)(c2ccccc2)c2ccccc2)cc1	0.3	-2.5	4.7	-29	3	22	-11	-2.0	17
O=C(NC1CCC(NC(=O)C(F)(F)C(F)F)CC1)C(F)(F)C(F)F (stereo unspecified)	0.3	1.6	0.5	-5	-1	-22	-4	-2.1	-3
COc1ccccc1-n1c(CNC(=O)c2ccccc2)nnc1SCC(=O)Nc1nnc(C)s1	-0.5	-3.2	0.7	5	-23	20	·	-2.4	-13
O=C(Nc1ccc(-c2cscn2)cc1)C1CCCN(Cc2ccccc2)C1 (stereo unspecified)	6.6	1.9	1.9	-11	18	17	-1	0.7	19
O=C1CCCN1CCCNC(=S)Nc1ccccc1Cl	0.1	-1.5	0.0	4	0	21	-7	-4.1	-11
CCCCCCn1c(Br)nc2c1c(=O)n(C)c(=O)n2C	0.8	0.3	-1.6	-14	-15	23	-3	-1.8	-1
c1ccc(CC2CNc3ccccc3CN2)cc1 (stereo unspecified)	1.2	-0.8	-0.7	-6	3	26	-1	-3.4	8

Structures listed so far marked active in VIM-2 inh:
| smiles | VIM-2 inh | HCV NS3 hel inh | PHOSPHO1 inh | GalR3 antagonist | IMP-1 inh | GPR7 antagonist |
| --- | --- | --- | --- | --- | --- | --- |
| Cc1ccc2[nH]c(=O)c3cc(C(=O)N(CCCOC(C)C)Cc4ccco4)sc3c2c1 | 8.1* | 4 | 13 | · | -3.0 | -6 |

Carrying on:
SMILES	V1aR counter	VIM-2 inh	OXTR agonist	HCV NS3 hel inh	DNA FID counter	PHOSPHO1 inh	GalR3 antagonist	IMP-1 inh	GPR7 antagonist
CC(C)N=c1scc(-c2ccco2)n1/N=C/c1ccc(O)c(O)c1	-1.0	-1.7	0.2	19	-8	-76	-6	-1.7	-3
O=C(O)c1ccc(N2C(=O)c3cccnc3C2=O)cc1	0.2	0.1	0.3	-15	-1	-14	2	-3.2	3
CCOC(=O)NC(=S)c1ccc[nH]1	-0.1	-0.8	-0.1	-6	-5	-9	0	-2.9	-4
CCC(C)NS(=O)(=O)c1cccs1 (stereo unspecified)	-0.4	-3.1	0.9	-1	4	17	-3	-6.4	11
Cc1ccc(NC2CCCN(C(=O)CCC3(C)CC3)C2)cc1C (stereo unspecified)	9.1	-2.7	-1.9	0	-23	28	-1	1.2	-8
O=C(Nc1ccc2ccccc2c1)c1ccc(NS(=O)(=O)c2ccc(Br)s2)cc1	-0.5	-1.7	0.1	11	-3	-8	-11	-0.2	-5
Cc1ccc(Cl)cc1NC(=O)C(Cc1ccccc1)N1C(=O)C2C3CCC(C3)C2C1=O (stereo unspecified)	-0.4	-1.8	-3.0	-9	-6	-2	-11	-1.0	-9
CCS(=O)(=O)N1Cc2ccccc2CC1C(=O)Nc1cccc(S(=O)(=O)N(C)C)c1 (stereo unspecified)	0.8	-3.2	-0.7	-11	-21	24	-10	-2.0	-4
CC1(OC(=O)C2CCCC2)C(=O)C=C2C=C(c3ccsc3)N(C3CCCCC3)C=C2C1=O (stereo unspecified)	-0.2	·	-1.2	·	·	31	3	·	·
CC(C)Cn1c(N)c(C(=O)COC(=O)c2cnc(Cl)c(Cl)c2)c(=O)n(C)c1=O	3.8	-3.4	7.3	-5	-11	2	-4	-2.8	5
COc1ccc(N(C(=O)Cn2nnc3ccccc32)C(C(=O)NCc2ccco2)c2ccncc2)cc1 (stereo unspecified)	-0.4	-1.7	-0.1	1	-34	40	-8	-1.6	-17
CS(=O)(=O)N(CC(=O)NCc1ccc2c(c1)OCO2)Cc1ccccc1	0.8	-2.2	0.8	-1	-5	-36	-3	-4.2	2
CCCOC1CCCN(C(=O)c2ccc(OC3CCN(Cc4ccccn4)CC3)cc2)C1 (stereo unspecified)	2.5	4.0	0.5	23	13	43	-2	2.5	-9
O=C(NCCc1ccccc1F)N[C@@H](Cc1ccccc1)C(=O)O	0.2	-1.5	0.0	15	-10	·	-9	-4.8	-5
Cc1ccc(CNC(=O)CNC(=O)c2ccco2)cc1	-0.2	-0.6	0.1	-4	-2	25	-10	-1.1	-4

Record cards, as listed above. Order of values: V1aR counter | VIM-2 inh | OXTR agonist | HCV NS3 hel inh | DNA FID counter | PHOSPHO1 inh | GalR3 antagonist | IMP-1 inh | GPR7 antagonist
Record of Cc1ccc(S(=O)(=O)c2ccc([N+](=O)[O-])cn2)cc1 → 0.2 | -1.3 | -0.5 | -15 | 0 | 20 | -4 | -2.3 | 25
Record of O=C(NC1CCC(NC(=O)C(F)(F)C(F)F)CC1)C(F)(F)C(F)F (stereo unspecified) → 0.3 | 1.6 | 0.5 | -5 | -1 | -22 | -4 | -2.1 | -3
Record of CCCc1cc(=O)n2[nH]c(CCc3ccccc3)nc2n1 → 0.7 | -0.2 | -0.8 | 2 | -3 | 9 | -3 | -2.1 | -3
Record of CCC(CC)NC(=O)COC(=O)c1cc(Br)ccc1Cl → -0.5 | -2.6 | -2.3 | 9 | -11 | -9 | -5 | -3.6 | 2
Record of Cc1cccc(C)c1NC(=O)CSCCO → 0.3 | -5.2 | -0.4 | 3 | 0 | -26 | 4 | -3.8 | -6

Further results follow:
SMILES	V1aR counter	VIM-2 inh	OXTR agonist	HCV NS3 hel inh	DNA FID counter	PHOSPHO1 inh	GalR3 antagonist	IMP-1 inh	GPR7 antagonist
O=C(Nc1ccc(F)cc1)C1CC2CCC1C2 (stereo unspecified)	-0.7	-2.6	-0.8	2	2	45	-10	-2.5	-9
CC(C)Oc1cccc(C(=O)C2CCCN(C(=O)c3ccnn3C)C2)c1 (stereo unspecified)	0.3	-1.6	-1.0	0	-20	44	-5	-3.8	-5
C=CCNC(=O)c1onc(CSc2ccccc2F)c1C(=O)O	0.2	1.4	-1.1	15	-6	50	-5	-1.3	-4
COCCNC(=O)C(c1ccc(O)cc1)N(C(=O)CCC(=O)Nc1nccs1)c1ccc(C)cc1 (stereo unspecified)	0.7	-1.9	0.6	-4	-26	39	-3	-2.1	6
CCN(CC)CCOC(=O)/C=C/c1ccccc1	2.1	1.3	-0.1	-1	0	-4	1	-1.0	-10
Cc1ccc(CN(CC(=O)NCc2ccccn2)S(=O)(=O)c2ccccc2)cc1	3.4	-0.5	0.1	-13	-24	23	0	2.1	3
COc1ccc(/C=N/NC(=O)c2ccncc2)cc1[N+](=O)[O-]	1.6	-0.5	0.5	-3	-2	-2	-2	0.2	-14
COc1ccc(NC(=O)CSC2=NC(=O)CC(C)=N2)cc1	0.5	-0.6	0.1	1	-2	32	0	-1.5	-3
COc1cc(O)oc1C=Nc1ccc(C(F)(F)F)cc1	0.6	3.5	-0.8	9	1	14	-6	-0.8	-2
COc1ccc(OC)c(NC(=O)C(CC(C)C)NC(=O)C2CCCCC2)c1 (stereo unspecified)	-2.0	-2.4	-2.7	1	-27	5	-3	-2.1	-5
COc1ccc2[nH]c(=O)c(CN(Cc3nnnn3Cc3ccco3)C3CCCCC3)cc2c1	-0.9	-1.5	-1.3	42*	-35	43	-4	0.9	-11
CSc1n[nH]c(=O)n1-c1cccc(Cl)c1	-0.1	-0.4	-0.8	6	-2	17	2	-2.7	-9
Cc1cccc(NC(=O)CCSc2nnc(Cc3ccccc3)o2)c1	3.6	-3.1	1.7	-8	-23	-14	-2	-0.4	4
